# Compound activity as filed in PubChem.
# H37Rv inhibition = M. tuberculosis growth inhibition, HTS (AID 449762); M. tuberculosis H37Rv growth inhibition, 7H9 media; higher % means a stronger effect; actives 0.59% (n = 330,000); inhibition, % at 25 µM, or IC50 in µM where a hit was titrated; in the data active = a potency from the dose series; inconclusive = inhibition above about 70% without an active follow-up result;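 note: bacterial growth assessed after seven days of incubation; strong numbers were not always called active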
# inhibitors of VEEV = inhibitors of VEEV TC-83 cytopathic effect, confirmation, Vero cells (AID 588727); Vero cells, VEEV TC-83 cytopathic effect inhibition; higher % means a stronger effect; one-dose inhibition, % at 20 µM; IC50 in µM for titrated hits; actives 0.13% (n = 350,000); in the data active = a potency from the dose series; inconclusive = inhibition mostly from about 14% at the one dose, without a potency; inactive = the rest, 99 in 100 with inhibition below about 12%; note: strong numbers were not always called active
# H1N1 NS1A inhibition = H1N1 influenza NS1A inhibitors, functional cell based assay (AID 504329). actives 0.3% (n = 340,000). inhibition, % at 12.5 µM; hits with a dose series show IC50 in µM. NS1A functional cell-based assay, percent inhibition; higher % means a stronger effect; in the data active = a potency from the dose series; inconclusive = inhibition above about 27% without an active follow-up result; note: strong numbers were not always called active
# M. tuberculosis = growth inhibition of non-replicating M. tuberculosis (AID 488890); Mycobacterium tuberculosis non-replicating, growth inhibition; higher % means a stronger effect; inhibition, % at 25 µM, or IC50 in µM where a hit was titrated; actives 0.39% (n = 320,000); in the data active = a potency from the dose series; inconclusive = inhibition mostly from about 82% at the one dose, without a potency; inactive = the rest, 99 in 100 with inhibition below about 76%;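 note: plate controls were DMSO cells for no effect and high antibiotic wells for full effect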
# PhoP GFP inhibition = PhoP regulon inhibitors, Salmonella typhi PhoP promoter GFP reporter, confirmatory (AID 1850). Salmonella Typhi PhoP-promoter GFP reporter, fluorescence, 4 h; higher % means a stronger effect. one-dose inhibition, % at 50 µM; IC50 in µM for titrated hits. actives 0.33% (n = 310,000); in the data active = a potency from the dose series; inconclusive = inhibition mostly from about 25% at the one dose, without a potency; inactive = the rest, 99 in 100 with inhibition below about 19%;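 note: 0% = induced wells with vehicle and 100% = uninduced wells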
# inhibitors of VEEV 10K pilot screen = recorded beside inhibitors of VEEV, whose call it bears; inhibition, %; measured here: 10K pilot screen inhibition
# Starred values were filed as active, the others as inactive; i = inactive; u = inconclusive; x = no result given; & = joins results of further samples. This is a random part of the collection. Share with any hit: about 1.5%.
SMILES,H37Rv inhibition,inhibitors of VEEV,H1N1 NS1A inhibition,M. tuberculosis,PhoP GFP inhibition,others
C/C(=N\NC(N)=O)c1c(F)cccc1F,-2%,4.0%,-3%,-9%,0%,
Cc1cc(NC(=O)COC(=O)CNS(=O)(=O)c2ccc(C)c(C)c2)no1,-3%,0.2%,-11%,10%,0%,
COc1ccc(-n2ncc3c2CC(C)(C)CC3NC(=O)CCn2cncn2)cc1 (stereo unspecified),-5%,i,-5%,-5%,2%,
Cn1c(=O)c2c(-c3ccccc3)n(Cc3cccnc3)cc2n(C)c1=O,-8%,1.5%,-2%,-8%,-5%,
Cn1c(Cc2cccs2)n[nH]c1=S,5%,1.8%,-9%,0%,-3%,
O=C(O)c1ccc(N2C(=O)Nc3ccccc3N2O)cc1,-3%,i,2%,8%,-3%,
COC(=O)CSc1ncc(S(=O)(=O)c2ccccc2)c(=O)[nH]1,4%,0.3%,-2%,-8%,3%,
NN=C(N)N,0%,1.1%,1%,-9%,-11%,
O=C(O)c1ccc(N=C2c3ccccc3-c3ccccc32)cc1,x,2.2%,-21%,x,x,
CC(OC(=O)c1cc(=O)[nH]c2ccccc12)C(=O)NCc1ccccc1 (stereo unspecified),-6%,5.3%,-3%,-4%,9%,
O=c1[nH]cc(S(=O)(=O)N2CCCc3ccccc32)c(=O)[nH]1,4%,2.2%,-3%,-16%,-3%,
Cc1onc(-c2c(Cl)cccc2Cl)c1C(N)=O,-9%,1.2%,0%,-13%,-1%,
Cc1ccc(C(=O)Cn2cnc3ccccc3c2=O)cc1C,-4%,8.5%,6%,5%,12%,
COc1ccc(NC(=O)CS(=O)(=O)Cc2ccccc2)c([N+](=O)[O-])c1,12%,6.7%,7%,15%,9%,
Cc1ccc(NC(=O)NNC(=O)COc2ccc3ccccc3c2)cc1,-1%,1.2%,8%,5%,-6%,
O=C(CCN1CCOCC1)c1ccc(N2CCCCC2)cc1,-1%,1.2%,1%,u,x,
COc1cc(CC(NC(C)=O)C(=O)NC2CCN(C(=O)Nc3ccc(C)cc3)CC2)cc(OC)c1 (stereo unspecified),-2%,i,6%,-3%,2%,
Cc1cc(C)nc(SCCS(=O)Cc2ccc(Cl)cc2)n1 (stereo unspecified),-2%,2.2%,15%,2%,-4%,
CCOc1ncccc1C(=O)Nc1ccc(S(=O)(=O)NC2=NCCCCC2)cc1,2%,0.3%,-5%,-13%,-1%,
Cc1cc(Br)ccc1NC(=O)CN1C(=O)C2C3CC(c4ccccc4)C(C3)C2C1=O (stereo unspecified),u,i,4%,24%,-6%,
CC(C)=C1SC(N2CCCCC2)=NC1=O,5%,0.3%,5%,3%,7%,
C#CCOCCOCCOCCNc1nc(N2CCN(C(=O)[C@H](CCC(=O)O)n3cc([C@@H](N)CCCCN)nn3)CC2)nc(N2CCN(C(=O)[C@H](CCC(=O)O)n3cc([C@@H](N)CCCCN)nn3)CC2)n1,6%,0.2%,-8%,9%,x,
Cc1ccc2sc(=O)[nH]c2c1,-4%,0.2%,-1%,-4%,-2%,
CC(OC(=O)CSCC(=O)Nc1ccc(Cl)cc1)C(=O)N(C)Cc1ccccc1 (stereo unspecified),x,1.4%,-6%,x,x,
O=c1c2ccccc2[nH]c(=S)n1-c1cccc(S(=O)(=O)N2CCCC2)c1,9%,2.7%,-2%,36%,-10%,
Cn1c(C(=O)NCCOc2ccccc2Cl)cc(=O)n(C)c1=O,-3%,0.4%,0%,-6%,0%,
COc1ccc(N(C(=O)c2cccnc2)S(=O)(=O)c2ccc3c4c(cccc24)C(=O)N3C)cc1,-5%,4.8%,-6%,-4%,0%,
O=c1[nH]c(=O)n(C2CCCCC2)c(O)c1/C=N/N1CCCCC1c1cccnc1 (stereo unspecified),0%,i,1%,11%,-11%,
CN1CCC(=NNC(=O)c2ccco2)CC1,55%,i,-17%,u,-3%,
Cc1cccc(NC(=O)COC(=O)C2C3CC4OC(=O)C2C4C3)c1C (stereo unspecified),-2%,1.4%,-1%,u,4%,
COc1ccc(CN(CC2CCCO2)S(=O)(=O)c2ccc(C(=O)O)cc2)cc1OC (stereo unspecified),-1%,0.2%,1%,-31%,-9%,
O=C(Nc1ccccc1C(=O)N1CCOCC1)c1ccco1,-1%,0.6%,-4%,-12%,16%,
Cn1c(=O)c2c(nc(NCCc3ccccc3)n2Cc2ccc(F)cc2)n(C)c1=O,-9%,9.7%,4%,x,5%,
O=c1cc(O)nc(SCc2ccc(Cl)cc2)[nH]1,0%,0.8%,9%,20%,-7%,
CC(NC(=O)Cn1c(=O)[nH]c2ccsc2c1=O)C12CC3CC(CC(C3)C1)C2 (stereo unspecified),2%,4.0%,3%,-8%,1%,
CC(C)Cc1nnc(NC(=O)CCC(=O)N2CCN(Cc3ccc(Cl)cc3)CC2)s1,8%,1.9%,8%,48%,-4%,
CS(=O)(=O)N(CC(=O)NCc1ccncc1)Cc1ccc(Cl)cc1,x,0.4%,-2%,x,x,
O=Cc1ccc(Oc2cc(-c3ccccc3)nc(-c3ccccc3)n2)cc1,4%,7.3%,2%,-2%,-8%,
O=C(Nc1ccc(-c2ccc3nncn3n2)cc1)C1CCCC1,4%,6.0%,-4%,52%,-3%,
O=C(NCc1ccccc1)C(c1ccccn1)N(C(=O)c1csnn1)c1ccccc1F (stereo unspecified),0%,2.8%,2%,2%,14%,
COc1ccc(N(C(C)C(=O)Nc2ccc(S(=O)(=O)N3CCCCC3)cc2)S(C)(=O)=O)cc1 (stereo unspecified),1%,2.0%,17%,14%,-6%,
CCNc1c(NC(=O)c2cccs2)c(=O)oc2ccccc12,-2%,0.2%,8%,-2%,4%,
CC(C)C(=O)NC(=S)N(Cc1ccccc1)Cc1ccccc1,14%,i,-7%,-1%,-7%,inhibitors of VEEV 10K pilot screen=0.7
CCOC(=O)N/N=C/c1c(C)nn(-c2ccccc2Cl)c1Cl,9%,9.5%,-4%,16%,-9%,
O=C(CCc1nc2ccccc2c(=O)[nH]1)NNC(=O)c1cccc(Cl)c1,-10%,5.9%,-17%,-19%,-3%,
O=C(NCCCn1ccnc1)c1cc2nc(-c3ccc(Br)cc3)cc(C(F)(F)F)n2n1,u,9.4%,-3%,42%,-6%,
O=C(CN(c1ccc(F)cc1)S(=O)(=O)c1ccc2c(c1)OCCO2)Nc1ccc2c(c1)OCO2,-6%,7.0%,1%,17%,-10%&7%,
CC1=C(C(=O)Nc2ccccc2)C2(CCCCC2)C(C#N)=C(S)N1,7%,6.3%,-2%,5%,11%,

# 7 entries drawn at random from the list so far, as already listed:
SMILES,H37Rv inhibition,inhibitors of VEEV,H1N1 NS1A inhibition,M. tuberculosis,PhoP GFP inhibition,others
O=C(NCCCn1ccnc1)c1cc2nc(-c3ccc(Br)cc3)cc(C(F)(F)F)n2n1,u,9.4%,-3%,42%,-6%,
O=C(O)c1ccc(N2C(=O)Nc3ccccc3N2O)cc1,-3%,i,2%,8%,-3%,
CC(OC(=O)CSCC(=O)Nc1ccc(Cl)cc1)C(=O)N(C)Cc1ccccc1 (stereo unspecified),x,1.4%,-6%,x,x,
C#CCOCCOCCOCCNc1nc(N2CCN(C(=O)[C@H](CCC(=O)O)n3cc([C@@H](N)CCCCN)nn3)CC2)nc(N2CCN(C(=O)[C@H](CCC(=O)O)n3cc([C@@H](N)CCCCN)nn3)CC2)n1,6%,0.2%,-8%,9%,x,
CCNc1c(NC(=O)c2cccs2)c(=O)oc2ccccc12,-2%,0.2%,8%,-2%,4%,
Cn1c(Cc2cccs2)n[nH]c1=S,5%,1.8%,-9%,0%,-3%,
CC(C)C(=O)NC(=S)N(Cc1ccccc1)Cc1ccccc1,14%,i,-7%,-1%,-7%,inhibitors of VEEV 10K pilot screen=0.7

# Some of these compounds in order of number of heavy atoms, descending.
SMILES,H37Rv inhibition,inhibitors of VEEV,H1N1 NS1A inhibition,M. tuberculosis,PhoP GFP inhibition,others
O=C(CN(c1ccc(F)cc1)S(=O)(=O)c1ccc2c(c1)OCCO2)Nc1ccc2c(c1)OCO2,-6%,7.0%,1%,17%,-10%&7%,
COc1ccc(N(C(C)C(=O)Nc2ccc(S(=O)(=O)N3CCCCC3)cc2)S(C)(=O)=O)cc1 (stereo unspecified),1%,2.0%,17%,14%,-6%,
O=Cc1ccc(Oc2cc(-c3ccccc3)nc(-c3ccccc3)n2)cc1,4%,7.3%,2%,-2%,-8%,
O=C(CCc1nc2ccccc2c(=O)[nH]1)NNC(=O)c1cccc(Cl)c1,-10%,5.9%,-17%,-19%,-3%,
CC1=C(C(=O)Nc2ccccc2)C2(CCCCC2)C(C#N)=C(S)N1,7%,6.3%,-2%,5%,11%,
CC(C)C(=O)NC(=S)N(Cc1ccccc1)Cc1ccccc1,14%,i,-7%,-1%,-7%,inhibitors of VEEV 10K pilot screen=0.7

# Next results:
SMILES,H37Rv inhibition,inhibitors of VEEV,H1N1 NS1A inhibition,M. tuberculosis,PhoP GFP inhibition,others
CC(C)c1cccc(C(C)C)c1OCCCCN1CCCC1,12%,i,-1%,8%,-9%,
C=CCn1c(=S)[nH]c2scc(-c3cccs3)c2c1=O,x,0.6%,-13%,x,x,
CCOC(=O)C1(CCc2ccccc2)CCN(CC(O)CO)CC1 (stereo unspecified),3%,i,-6%,-11%,7%,
O=C(C1=C[C@@H](c2ccc(C(F)(F)F)cc2)C[C@@H](OCCCCO)O1)N1CCCCCCC1,0%,1.6%,3%,34%,-27%,
CCc1cc(=O)oc2c3c(cc(OCC(=O)NCc4ccccn4)c12)OC(C)(C)CC3,-7%,7.1%,-1%,30%,8%,
O=C(COC(=O)CCC(=O)c1ccc(F)cc1)NCc1ccco1,0%,i,-2%,9%,11%,
C=CCNC(=O)NC(=O)COC(=O)CC(NC(N)=O)c1ccc(Cl)cc1 (stereo unspecified),-3%,i,3%,-4%,-2%,
O=c1oc2ccccc2c2nccnc12,-8%,i,22%,-4%,-9%,
C=CCSc1nc(O)c(C2OC(=O)c3c2ccc(OC)c3OC)c(=O)n1-c1ccccc1 (stereo unspecified),0%,0.0%,-12%,44%,4%,
CC(C)(C)OC(=O)N1CCC(CNC(=O)c2ccc(F)cc2F)CC1,-12%,i,x,-3%,1%,
COc1ccccc1N1CCN(Cc2nc(-c3ccc(F)cc3)oc2C)CC1,2%,2.4%,8%,-14%,1%,
CC(=O)NN1C(=O)c2ccc3c4c(ccc(c24)C1=O)C(=O)N(NC(C)=O)C3=O,u,0.7%,1%,u,-1%,

# In the list so far, these contain a CF3 group:
SMILES,H37Rv inhibition,inhibitors of VEEV,H1N1 NS1A inhibition,M. tuberculosis,PhoP GFP inhibition,others
O=C(NCCCn1ccnc1)c1cc2nc(-c3ccc(Br)cc3)cc(C(F)(F)F)n2n1,u,9.4%,-3%,42%,-6%,
O=C(C1=C[C@@H](c2ccc(C(F)(F)F)cc2)C[C@@H](OCCCCO)O1)N1CCCCCCC1,0%,1.6%,3%,34%,-27%,

# Other compounds.
SMILES,H37Rv inhibition,inhibitors of VEEV,H1N1 NS1A inhibition,M. tuberculosis,PhoP GFP inhibition,others
COc1ccc(-c2ccc(SCc3ccccn3)nn2)cc1OC,3%,7.2%,-4%,18%,14%,
CCOc1ccccc1NC(=O)N1CCCC1C(=O)Nc1ccc(NC(C)=O)cc1 (stereo unspecified),0%,0.1%,6%,x,-12%,
COc1ccc(NC(=O)C2CCCN(c3cnccn3)C2)c(OC)c1 (stereo unspecified),5%,2.6%,8%,17%,2%,
O=C(Cn1ncc2c1-c1ccccc1OC2)Nc1nc2ccccc2s1,4%,1.6%,4%,30%,8%,
CC(C)(C)C(=O)CN1C(=O)C2(OCCO2)c2ccccc21,-5%,i,-3%,3%,-1%,
O=C(Nc1nnc(SCc2ccccc2F)s1)C1=COCCO1,2%,7.9%,-12%,46%,0%,
c1cncc(C2Nc3cccc4cccc(c34)N2)c1,2%,i,>100µM*,54%,2%,
CCN(CC)c1ccc(C=Nc2ccc(OC)c(S(=O)(=O)N3CCOCC3)c2)c(O)c1,6%,7.8%,0%,20%,x,
CS(=O)(=O)c1ccc2nc(NC(=O)c3cc(-c4ccccc4)nn3-c3ccccc3)sc2c1,-1%,7.7%,-3%,-8%,-6%,
